GPR151 ag: activates the human receptor GPR151 | PathHunter beta-arrestin GPR151 cells, luminescence | 650,000 tested, 1% active | activation, % at 11.2 µM | Q8TDV0 | AID 1508602; in the data active means activation above about 4.9%;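 further: 0% = median of compound wells and 100% = cells with positive control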
Target sequence (Q8TDV0 whole entry, looked up): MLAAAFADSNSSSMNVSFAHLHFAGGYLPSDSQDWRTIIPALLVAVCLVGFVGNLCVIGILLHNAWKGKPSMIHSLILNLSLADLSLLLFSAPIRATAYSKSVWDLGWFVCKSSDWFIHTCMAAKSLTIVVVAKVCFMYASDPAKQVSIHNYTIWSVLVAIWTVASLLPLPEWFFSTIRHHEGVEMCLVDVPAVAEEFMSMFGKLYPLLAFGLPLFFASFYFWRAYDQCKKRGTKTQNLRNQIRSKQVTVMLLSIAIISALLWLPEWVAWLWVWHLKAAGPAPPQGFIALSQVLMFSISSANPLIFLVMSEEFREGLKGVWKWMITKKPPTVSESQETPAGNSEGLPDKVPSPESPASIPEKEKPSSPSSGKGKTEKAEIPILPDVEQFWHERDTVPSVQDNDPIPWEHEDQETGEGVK
TEAD-YAP block: TEAD-YAP interaction inhibition; inhibition, % at 9.12 µM; 640,000 tested, 1.4% active; HEK-TIYL cells, TEAD-Gal4/YAP UAS-luciferase luminescence; in the data active means inhibition above about 32%;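 further: 0% = median of test compound wells and 100% = reference inhibitor wells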
MITF primary: inhibitors of human MITF. O75030. AlphaScreen MITF homodimerization, bead proximity signal. inhibition, % at 2.6 µM. 650,000 tested, 0.91% active; in the data active means inhibition above about 50%;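 further: 0% = vehicle wells with protein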
Target sequence (O75030 whole entry, looked up): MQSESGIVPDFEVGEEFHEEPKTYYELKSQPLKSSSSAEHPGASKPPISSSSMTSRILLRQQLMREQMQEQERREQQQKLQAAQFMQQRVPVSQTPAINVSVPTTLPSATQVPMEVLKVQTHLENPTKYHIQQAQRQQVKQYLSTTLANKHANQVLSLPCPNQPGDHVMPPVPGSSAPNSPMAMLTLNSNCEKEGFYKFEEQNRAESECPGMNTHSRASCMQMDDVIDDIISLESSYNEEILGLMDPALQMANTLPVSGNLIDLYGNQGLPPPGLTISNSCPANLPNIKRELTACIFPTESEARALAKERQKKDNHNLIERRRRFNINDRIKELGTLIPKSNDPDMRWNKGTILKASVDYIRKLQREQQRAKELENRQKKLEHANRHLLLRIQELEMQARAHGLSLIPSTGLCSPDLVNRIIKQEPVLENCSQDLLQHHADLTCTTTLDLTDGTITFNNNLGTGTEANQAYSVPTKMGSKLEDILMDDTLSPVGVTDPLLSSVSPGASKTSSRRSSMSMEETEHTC
FBW7 activator: activators of human E3 ligase FBW7; AlphaScreen FBW7–phospho-cyclin E peptide binding, activator screen; normalized activity (activation), % at 26.1 µM; 650,000 tested, 0.13% active; in the data active means normalized activity above about 1.9%;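 further: purified mutant Fbw7 with reduced substrate affinity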
An asterisk follows results filed as active. Compounds as they come; 3.4% or so of the library scored in one or more.

SMILES | GPR151 ag | TEAD-YAP block | MITF primary | FBW7 activator
O=C(Nc1ccccc1)C(F)C(F)(F)F (configuration not stated) | -0.5 | 14 | 14 | 0.1
COc1ccc(C(=O)Nc2sccc2C(N)=O)cc1OC | -2.5 | -22 | 3 | 0.0
COc1ccc2cc(C(=O)NCc3ccccc3)/c(=N/NC(=O)c3cccs3)oc2c1 | -0.1 | -3 | 7 | -0.1
OCCNc1cc(N2CCCC2CO)ncn1 (configuration not stated) | 0.0 | 7 | -2 | 0.0
COc1ccc(Cn2c(SCc3ccccc3F)nc3ccsc3c2=O)cc1 | -0.1 | -7 | -5 | 0.6
CNCCOc1ccccc1C(C)(C)C | -1.1 | -1 | 41 | 1.1
Cc1ccccc1-c1nc(CSCC(=O)N2CCCC2)c(C)o1 | -0.6 | 56* | -9 | 0.2
O=C(NC1CCCCC1)c1ccc2c(c1)OCO2 | -0.4 | -18 | -1 | -0.2
CCC(c1nc2ccccc2n1C)C(O)c1ccccc1 (configuration not stated) | -1.3 | -13 | 13 | -0.1
OC(c1cccnc1)c1ccc2c(c1)CN(Cc1ccc3c(c1)OCO3)CCO2 (configuration not stated) | 0.2 | -11 | 6 | 0.1
Cn1cc(C(=O)NC2CCCCC2)c2[nH]c(=O)n(-c3ccc(Cl)cc3)c(=O)c21 | -1.4 | 6 | 16 | 0.1
Cc1cc(OCC(=O)NCCc2nc3ccccc3[nH]2)cc(C)c1Cl | 1.0 | 11 | -6 | 0.0

Next section (six carried over from the part before).
SMILES | GPR151 ag | TEAD-YAP block | MITF primary | FBW7 activator
Cc1ccccc1-c1nc(CSCC(=O)N2CCCC2)c(C)o1 | -0.6 | 56* | -9 | 0.2
O=C(NC1CCCCC1)c1ccc2c(c1)OCO2 | -0.4 | -18 | -1 | -0.2
CCC(c1nc2ccccc2n1C)C(O)c1ccccc1 (configuration not stated) | -1.3 | -13 | 13 | -0.1
OC(c1cccnc1)c1ccc2c(c1)CN(Cc1ccc3c(c1)OCO3)CCO2 (configuration not stated) | 0.2 | -11 | 6 | 0.1
Cn1cc(C(=O)NC2CCCCC2)c2[nH]c(=O)n(-c3ccc(Cl)cc3)c(=O)c21 | -1.4 | 6 | 16 | 0.1
Cc1cc(OCC(=O)NCCc2nc3ccccc3[nH]2)cc(C)c1Cl | 1.0 | 11 | -6 | 0.0
O=C(Nc1ccccc1Cl)N1CCOCC1 | -1.5 | -2 | 6 | 0.1
CCc1ccc(NC(=O)CSCc2ccc(C(=O)O)cc2)cc1 | 1.9 | 1 | -19 | -0.1
CN(C)CCCN1C(=O)C(=O)/C(=C(\O)c2ccc(S(=O)(=O)N(C)C)cc2)C1c1ccc(F)cc1 (configuration not stated) | 0.7 | -8 | -6 | -0.1
COc1ccc(-c2nc(NCc3cccnc3)c3[nH]cnc3n2)cn1 | -0.4 | 0 | 5 | 0.0
O=C(COc1ccc(Cl)cc1)Nc1ccc(S(=O)(=O)N2CCc3ccccc32)cc1 | -1.4 | 16 | 8 | -0.1
Cc1nn(C)cc1CNC(=O)c1cn(C2CCCCC2)cc(C(=O)NCC(C)C)c1=O | -0.6 | 17 | 0 | 0.4
NC(=O)c1ccc(NC(=O)NC2CC(=O)N(c3cccc(F)c3)C2)cc1 (configuration not stated) | -0.6 | -10 | -7 | -0.1
Cc1c(-c2nc3cnccn3c2NC2CCCCC2)cnn1C | 0.9 | -16 | -9 | -0.1
COC(=O)c1cc(OC)c(OC)cc1NC(=O)c1ccc(Cl)cc1[N+](=O)[O-] | 0.7 | -8 | 2 | 0.2
CCCCCCc1ccc(C2=N/C(=C\c3cccc(I)c3)C(=O)O2)cc1 | 1.7 | 6 | 4 | 0.1
CCOc1ccc(C2=NC(c3ccc(F)cc3)NC(c3cccc(OCC)c3O)C2)cc1 (configuration not stated) | 0.4 | -7 | 5 | -0.1
Cc1ccc(-n2c(C)cc(C(=O)CN3CC(C)OC(C)C3)c2C)cc1 (configuration not stated) | -0.4 | -13 | 0 | -0.2

Only FBW7 activator and MITF primary, for 2 of the compounds above:
molecule,FBW7 activator,MITF primary
Cc1nn(C)cc1CNC(=O)c1cn(C2CCCCC2)cc(C(=O)NCC(C)C)c1=O,0.4,0
NC(=O)c1ccc(NC(=O)NC2CC(=O)N(c3cccc(F)c3)C2)cc1 (configuration not stated),-0.1,-7

Continuation:
SMILES | GPR151 ag | TEAD-YAP block | MITF primary | FBW7 activator
Cc1nonc1CN(C)C(=O)CC1C(=O)NCCN1Cc1ccccc1C(F)(F)F (configuration not stated) | -1.0 | 2 | 9 | 0.1
CC1CCN(C(=O)C2CCN(S(=O)(=O)N3CCCC3)CC2)CC1 | 0.2 | -1 | -2 | 0.1
CN(C)c1nc(Cl)c(CN2CCC(CO)(Cc3ccccc3)CC2)s1 | 1.3 | -2 | 11 | 0.1
Cc1ccc2oc(=O)c3cc(C(=O)NC(C)C)sc3c2c1 | -0.4 | 3 | -1 | 0.0
Cc1ccc(NC(=O)CCc2nnc3ccc(N4CCC5(CC4)OCCO5)nn23)cc1 | -0.3 | 2 | 0 | 0.1
Cc1cc(C)nc(/N=C(\N)Nc2ccc3ccccc3c2)n1 | 0.0 | -1 | 8 | -0.1
CC(=O)N1CCc2cc(Br)cc(S(=O)(=O)N3CCC(C(=O)O)CC3)c21 | -0.4 | -8 | 4 | 0.0
CCCNC(=O)c1c(NC(=O)c2ccccc2)sc2c1CCC(C(C)(C)C)C2 (configuration not stated) | -1.1 | 11 | 18 | 0.3
CC(Oc1ccc(Br)cc1)C(=O)N1CCN(Cc2ccc3c(c2)OCO3)CC1 (configuration not stated) | -0.4 | 13 | -6 | -0.1
CCCN(CCC)Cc1c(C(=O)N/N=C/c2ccco2)nnn1-c1nonc1N | 0.3 | -11 | -2 | 0.1
C/C(=N/NC(=O)CCc1ccccc1)c1ccco1 | -0.7 | -5 | -5 | -0.3
Cc1ccc(C(=O)Nc2ccccc2C(=O)NC(C)C)cc1[N+](=O)[O-] | -2.2 | -12 | -75 | -0.2
Cc1cc(Cl)ccc1C(=O)C1CCCN(C(=O)Cc2cccnc2)C1 (configuration not stated) | 3.3 | -4 | -6 | 0.5
COc1ccc(OC)c(NC(=O)CCCN2C(=O)C3C4C=CC(C4)C3C2=O)c1 (configuration not stated) | -0.8 | -3 | -12 | -0.1
O=C(O)CC12CC3CC(C1)CC(n1ncc(NCC4CCCO4)c(Cl)c1=O)(C3)C2 (configuration not stated) | 3.2 | 2 | 6 | 0.0
CCc1ccc(C2C(C(=O)OC)=CN(Cc3ccccc3)C=C2C(=O)OC)cc1 | 0.0 | 9 | 8 | 0.4
COc1cccc2cc(C(=O)/C=C/c3ccc([N+](=O)[O-])cc3)c(=O)oc12 | 0.3 | 8 | 3 | 0.1
COc1ccc(N2CCN(c3nc(Nc4ccc(C)c(Cl)c4)nc(N4CCCC4)n3)CC2)cc1 | -0.8 | 9 | 13 | 0.1
CN(C)c1cccc(Nc2nc(Nc3ccc(N4CCOCC4)cc3)c3[nH]cnc3n2)c1 | -1.8 | 11 | 24 | -0.3
CNC(=O)NC1(C(F)(F)F)Oc2ccccc2O1 | 0.2 | -12 | 9 | 0.1
FC(F)(F)c1ccc(-n2nnc3ccccc32)nc1 | -4.3 | -46 | 5 | 0.0
COC(=O)NC1CCC2C3CCC4CC(O)CCC4(C)C3CCC12C (configuration not stated) | 0.3 | 5 | 4 | -0.1
CN(c1ccccc1C(=O)Nc1ccc(I)cc1)S(C)(=O)=O | -1.8 | -7 | 3 | -0.1
COCCNC(=O)/C(C#N)=C/c1cc(C)n(-c2ccccc2)c1C | -0.4 | 65* | 1 | 0.0
O=C1C(=O)N(CCN2CCOCC2)C(c2cccc(Br)c2)/C1=C(/O)c1ccc(F)cc1 (configuration not stated) | -1.1 | 0 | 29 | 0.2
O=C(CCCl)Nc1nnc(SCC(=O)N2CCCc3ccccc32)s1 | -1.4 | -2 | 1 | -0.1
COC(=O)C1=CN(CCc2ccc(OC)cc2)C=C(C(=O)OC)C1c1ccccc1C(F)(F)F | 0.6 | 1 | -17 | 0.2
CN(CC1CCOCC1)c1nc2nonc2nc1NCc1cccs1 | 0.8 | -10 | 9 | 0.2
O=C(NC(=S)Nc1ccccc1N1CCOCC1)c1ccc([N+](=O)[O-])cc1 | 0.7 | 6 | -2 | -0.1
CCCC(=O)Nc1nnc(SCC(=O)NCc2ccccc2)s1 | 1.5 | -4 | 0 | -0.2
O=[N+]([O-])c1cc2c(c(CSc3nnc(NCc4ccccc4)s3)c1)OCOC2 | -0.6 | -6 | 18 | -0.3
COCCNc1nc2c(c(=O)n(Cc3ccc(OC)cc3)c(=O)n2C)n1C | -0.6 | 5 | 1 | 0.1
COc1ccccc1CNC(=O)CN(C)c1nnc(N2CCCC2=O)s1 | -1.3 | -1 | -3 | -0.2
NC(=O)CSc1nc(-c2ccccc2)nc2c1Cc1ccccc1O2 | 0.0 | 6 | 11 | 0.3
O=c1c2c3c(sc2nc(SCc2ccccc2)n1-c1ccccc1)CCCCC3 | 2.5 | 14 | -14 | -0.1
CC(NS(=O)(=O)N(C)C)c1ccc(-c2ccccc2)cc1 (configuration not stated) | 0.6 | -12 | 9 | 0.8
N#CCCOCc1cccc2ccccc12 | 4.1 | -11 | 14 | 0.2
CC(C)NC(=O)c1ccc2c(c1)NC(=O)C(CSCc1cccc(F)c1)N2 (configuration not stated) | 0.6 | -7 | 0 | 0.5
O=C(CNCCN1CCOCC1)Nc1ccc2c(c1)OCO2 | -0.7 | 3 | 87* | 0.1
Cc1nn(CC(=O)N2CCOCC2)c(=O)c2cc3sccc3n12 | -0.7 | 4 | 8 | 0.0
COc1ccccc1NC(=O)C1=C(C)NC(SCC(=O)Nc2nccs2)=C(C#N)C1c1ccc(C)o1 (configuration not stated) | 3.5 | 8 | -1 | 0.0
COc1ccccc1OCCNC(=O)c1ccccc1C | -0.2 | -2 | 10 | 0.3
COc1ccc(CNc2ncnc3c2c(-c2ccccc2)cn3-c2ccccc2)cc1 | -0.8 | -17 | 5 | -0.2
Cc1ccc(C2CC(C(F)(F)F)n3nc(C(=O)Nc4ccc(Cl)c(Cl)c4)cc3N2)cc1 (configuration not stated) | -0.9 | -1 | 9 | -0.1
O=C(CCc1nc(-c2ccccc2Cl)no1)NC1CCCC1 | -1.8 | -2 | 5 | -0.1
COC(=O)c1cccc(C(=O)Oc2ccc(S(=O)(=O)c3ccc(OC(=O)c4cccc(C(=O)OC)n4)cc3)cc2)n1 | -1.6 | -2 | 8 | 0.0
CCCCOc1ccc(C(NC(=O)Cc2ccccc2)NC(=O)Cc2ccccc2)cc1 | 1.7 | 16 | 4 | 0.2
COCCNCC#CCOc1ccc(OC)cc1 | -1.3 | 6 | 21 | -0.2

Four compounds drawn at random from those above:
SMILES | GPR151 ag | TEAD-YAP block | MITF primary | FBW7 activator
O=C(CCc1nc(-c2ccccc2Cl)no1)NC1CCCC1 | -1.8 | -2 | 5 | -0.1
CC(C)NC(=O)c1ccc2c(c1)NC(=O)C(CSCc1cccc(F)c1)N2 (configuration not stated) | 0.6 | -7 | 0 | 0.5
COC(=O)c1cccc(C(=O)Oc2ccc(S(=O)(=O)c3ccc(OC(=O)c4cccc(C(=O)OC)n4)cc3)cc2)n1 | -1.6 | -2 | 8 | 0.0
COCCNCC#CCOc1ccc(OC)cc1 | -1.3 | 6 | 21 | -0.2

Additional compounds:
SMILES | GPR151 ag | TEAD-YAP block | MITF primary | FBW7 activator
CCOc1ccccc1-n1c(SCC(=O)Nc2cccc(OC)c2)nc2n[nH]c(C)c2c1=N | -1.3 | 9 | 6 | 0.5
CCN1CCN(C(=O)c2c(Cl)cccc2Cl)CC1 | 1.6 | -2 | -9 | -0.2
CCOc1ccc(C2Oc3nc(SC)nnc3-c3ccccc3N2C(=O)CC)cc1OC (configuration not stated) | -0.2 | 2 | 6 | -0.1
COc1ccc(S(=O)(=O)Nc2cccc([N+](=O)[O-])c2)cc1Cl | -2.9 | 2 | 20 | -0.1
Cc1nn(Cc2cccc3ccccc23)c(N2CCCC2)c1C=O | 1.6 | -3 | -4 | 0.3
COc1ccc(C2CC(=O)n3nc(N)nc3N2)cc1 (configuration not stated) | -1.5 | -7 | 17 | 0.4
O=C(CCN1C(=O)c2ccccc2C1=O)NCCc1nc2ccccc2[nH]1 | 0.7 | 3 | 1 | -0.1
COC(=O)C[C@H]1C(C)(C)[C@@H](O)[C@@H]2CC3=C4CC(O)O[C@@H](c5ccoc5)[C@]4(C)CCC3[C@@]1(C)C2=O (some centres not stated) | -0.5 | -1 | -5 | 0.1
CCCN(CCC)CCNC(=O)c1cc2c(s1)-c1ccccc1S(=O)(=O)C2 | 0.3 | 1 | 7 | 0.1
Cc1ccc(C(=O)Nc2ccc3c(c2)OCCO3)cc1[N+](=O)[O-] | -1.8 | -4 | -6 | 0.0
CCNc1ncc(C(=O)NCCOc2ccccc2)s1 | 0.0 | -49 | 10 | 0.1
CCOc1cc(C(=O)NCC(=O)O)cc(OCC)c1OCC | -0.7 | 9 | 3 | 0.0
CS(=O)(=O)c1cnc2ncnn2c1C1CCN(C(=O)c2n[nH]c3c2CCCC3)CC1 | 0.7 | 2 | -5 | -0.1
